inhibitors of VEEV – inhibitors of VEEV TC-83 cytopathic effect, confirmation, Vero cells (AID 588727); Vero cells, VEEV TC-83 cytopathic effect inhibition; higher % means a stronger effect; inhibition, % at 20 µM, or IC50 in µM where a hit was titrated; actives 0.13% (n = 350,000); in the data active = a potency from the dose series; inconclusive = inhibition mostly from about 14% at the one dose, without a potency; inactive = the rest, 99 in 100 with inhibition below about 12%; note: strong numbers were not always called active
Salmonella PhoP GFP – Inhibition of PhoP regulon, Salmonella typhi GFP reporter cells, confirmation, 4 h (AID 1850) | actives 0.33% (n = 310,000) | inhibition, % at 50 µM, or IC50 in µM where a hit was titrated | Salmonella Typhi PhoP-promoter GFP reporter, fluorescence, 4 h; higher % means a stronger effect; in the data active = a potency from the dose series; inconclusive = inhibition mostly from about 25% at the one dose, without a potency; inactive = the rest, 99 in 100 with inhibition below about 19%;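 note: 0% = induced wells with vehicle and 100% = uninduced wells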
influenza NS1A – NS1A inhibition, H1N1 influenza, cell based functional assay (AID 504329); NS1A functional cell-based assay, percent inhibition; higher % means a stronger effect; inhibition, % at 12.5 µM, or IC50 in µM where a hit was titrated; actives 0.3% (n = 340,000); in the data active = a potency from the dose series; inconclusive = inhibition above about 27% without an active follow-up result; note: strong numbers were not always called active
M. tuberculosis – growth inhibition of non-replicating M. tuberculosis (AID 488890); Mycobacterium tuberculosis non-replicating, growth inhibition; higher % means a stronger effect; inhibition, % at 25 µM; hits with a dose series show IC50 in µM; actives 0.39% (n = 320,000); in the data active = a potency from the dose series; inconclusive = inhibition mostly from about 82% at the one dose, without a potency; inactive = the rest, 99 in 100 with inhibition below about 76%;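 note: plate controls were DMSO cells for no effect and high antibiotic wells for full effect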
H37Rv inhibition – M. tuberculosis growth inhibition, HTS (AID 449762); M. tuberculosis H37Rv growth inhibition, 7H9 media; higher % means a stronger effect; actives 0.59% (n = 330,000); inhibition, % at 25 µM, or IC50 in µM where a hit was titrated; in the data active = a potency from the dose series; inconclusive = inhibition above about 70% without an active follow-up result;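 note: bacterial growth assessed after seven days of incubation; strong numbers were not always called active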
inhibitors of VEEV 10K pilot screen – second read-out of inhibitors of VEEV, no call of its own (marks repeat the call); inhibition, %; measured here: 10K pilot screen inhibition
* = called active by the depositor; i = inactive; ? = inconclusive; . = not tested or not shown. The order is random; overall some 1.6% were active at least once.

SMILES	inhibitors of VEEV	Salmonella PhoP GFP	influenza NS1A	M. tuberculosis	H37Rv inhibition	others
COc1cc(C(=O)OCC(=O)c2ccc(S(=O)(=O)N3CCCCC3)cc2)cc(OC)c1OC	7.8%	.	-6.5%	7.4%	1.2%
O=c1[nH]n(-c2ccccc2)c(=O)cc1Cl	i	.	-5.1%	.	.
CC(=O)N1C(=O)NC(c2ccccc2)=C([N+](=O)[O-])C1c1ccccc1 (stereo unspecified)	1.2%	-2.9%	-4.5%	31.4%	3.6%
O=C(O)C1C2C=CC(O2)C1C(=O)Nc1ccc2c(c1)OCCO2 (stereo unspecified)	.	-8.8%	.	-4.1%	-11.6%
CC(=NO)C1CCC2C3CCC4CC(=NO)CCC4(C)C3C(C)(O)CC12C (stereo unspecified)	7.4%	.	1.2%	.	.
CC(=O)NC(Cc1cc(C)ccc1C)C(=O)N1CCN(C(=O)c2ccccc2Br)CC1 (stereo unspecified)	i	-5.5%	4.1%	-25.7%	-1.1%	inhibitors of VEEV 10K pilot screen=0.4
COC(=O)c1ccc(C2=NOC(C)(c3sc(-c4ccccc4)nc3C)C2)cc1 (stereo unspecified)	0.8%	-3.5%	9.2%	6.4%	1.9%
Cc1onc(-c2ccc(Cl)cc2)c1-c1ccnc(SCC(=O)Nc2ccc(C(C)C)cc2)n1	0.1%	-4.1%	-16.2%	-1.3%	5.8%
CC(C)C(=O)N(Nc1nc2ccccc2s1)C(=O)C(C)C	1.4%	-3.4%	-7.4%	1.0%	7.7%
CC(C)CN1CCCC(N2CCN(c3cccc(Cl)c3)CC2)C1 (stereo unspecified)	0.3%	0.2%	-23.7%	17.4%	6.9%
Cc1ccc(CNC(=O)c2nnn(CC(=O)Nc3cccc(C)c3C)c2N)cc1	4.3%	4.1%	9.2%	-5.0%	2.1%
c1ccc(CCCCN2C(Nc3ccccc3)=NC[C@@H]2Cc2ccccc2)cc1	i	-1.3%	3.8%	?	?	inhibitors of VEEV 10K pilot screen=0.9
Cc1cc(C)c(S(=O)(=O)N2CCOC2CNC(=O)C(=O)NCCCn2ccnc2)c(C)c1 (stereo unspecified)	0.0%	4.0%	18.0%	12.4%	-12.3%
O=C(CN1CCN(c2ccccc2)CC1)Nc1c(C(=O)C2CC2)oc2ccccc12	1.2%	4.3%	4.7%	-9.7%	-7.4%
CCCn1c2ccccc2c2nnc(SC(CC)C(=O)Nc3cc(C)on3)nc21 (stereo unspecified)	8.9%	0.1%	-7.8%	-0.7%	0.7%
Cc1ccc(C)c(S(=O)(=O)N2CC(=O)Nc3ccccc32)c1	4.8%	-3.7%	-6.2%	4.7%	1.1%
CCOc1nc(-c2ccc(OC)cc2)ccc1-c1noc(C)n1	2.5%	-3.1%	-6.7%	1.4%	-1.2%
Cc1ccc(S(=O)(=O)N2[C@@H](c3ccccc3)C(C(=O)O)=CC[C@H]2c2ccc(Cl)cc2)cc1	i	2.9%	3.7%	18.0%	7.9%	inhibitors of VEEV 10K pilot screen=2.6
CC(C)S(=O)(=O)c1ccc(C(=O)Nc2ccc(F)cc2F)cn1	0.8%	3.3%	-5.3%	-15.3%	-2.9%
Cc1cc(C)c2nc(-c3ccccn3)cc(C(=O)n3cccn3)c2c1	1.6%	-7.3%	8.3%	60.8%	4.3%
C[C@]12c3[nH]c4ccccc4c3CCN1C(=O)C(CC(=O)NCC13CC4CC(CC(C4)C1)C3)C[C@@H]2C(=O)N1CCOCC1 (stereo partly specified)	0.8%	.	0.3%	53.6%	5.8%
O=S(=O)(Nc1n[nH]c(C(F)(F)F)n1)c1ccccc1	0.4%	7.0%	-7.9%	-2.8%	2.4%
Fc1ccccc1C1c2[nH]c3ccccc3c2CCN1Cc1cccn1-c1ncccn1 (stereo unspecified)	11.6%	3.5%	3.4%	50.9%	24.6%
O=C(N/N=C1/CCSC1)c1cc(Br)ccc1O	0.6%	14.4%	6.4%	5.2%	4.9%
CCN(CC)S(=O)(=O)c1ccc(N/N=C(\C)c2cccnc2)nc1	1.0%	-14.2%	24.4%	1.9%	-4.5%
O=C(C1CCCN(S(=O)(=O)c2cnc[nH]2)C1)N1CCN(Cc2ccccc2)CC1 (stereo unspecified)	0.8%	-18.9%	-8.7%	.	-0.6%
Cc1cc(Br)ccc1SCC(=O)OCC(O)=C(C#N)c1nc2ccccc2[nH]1	3.4%	.	0.1%	.	.
COc1ccc(S(=O)(=O)N2CCCOC2CNC(=O)C(=O)NCc2ccccc2F)cc1C (stereo unspecified)	5.0%	-2.9%	-5.6%	8.7%	-15.7%
CC(C)C[C@@H](CN)NC(=O)c1nc[nH]c1C(=O)N[C@@H](Cc1c[nH]c2ccccc12)C(=O)CNC[C@H](C)NC(=O)c1nc[nH]c1C(=O)N[C@@H](C)C(=O)O	0.1%	.	-27.2%	.	.
O=C(Nc1nnc(-c2cccnc2)o1)c1cccc(Cl)c1	0.8%	-2.0%	1.8%	?	?
CC1Cc2ccccc2N1C(=O)CSc1nc2ccccc2o1 (stereo unspecified)	0.5%	2.8%	-4.0%	49.5%	1.6%
CCOC(=O)N1CCN(C(=O)c2cccn3c(=O)c4sccc4nc23)CC1	1.0%	16.1%	-2.0%	-19.4%	-4.5%
Cc1ccc(NC(NC(=O)c2cccnc2)C(Cl)(Cl)Cl)cc1 (stereo unspecified)	0.6%	6.1%	-2.2%	-2.0%	-6.9%
COc1ccnc(N2CCN(c3ccc(Cl)cc3)CC2)c1C#N	0.2%	8.6%	0.9%	13.5%	17.0%
O=C(c1ccc(S(=O)(=O)N2CCCC2)cc1)N1CCN(c2ccccc2)CC1	0.4%	-0.5%	3.7%	-10.2%	-4.4%
CCCOC1CCCN(Cc2nc(-c3ccc(C(=O)OC)cc3)no2)C1 (stereo unspecified)	i	-5.7%	5.7%	51.8%	7.2%
O=C(C(Cc1ccccc1)N1C(=O)C2C3CCC(C3)C2C1=O)N1CCCCC1 (stereo unspecified)	0.9%	13.3%	-6.1%	3.1%	-8.8%
C=CCNC(=O)C(=O)NCCCN1CCOCC1	1.2%	-15.2%	-9.5%	-3.6%	-2.6%
COc1ccc(-c2nc(C#N)c(N3CCCCC3)o2)cc1	2.0%	-19.9%	-15.8%	12.7%	10.1%
COC(=O)c1ccc(OC(=O)c2ccncc2)cc1O	0.1%	4.5%	-8.7%	-7.1%	3.1%
Cc1ccc(C(=O)N2CCN(c3ccccc3O)CC2)cc1S(=O)(=O)N1CCCCC1	9.1%	7.0%	1.6%	11.2%	8.2%
Cc1ccc(S(=O)(=O)N(C)C)cc1NC(=O)C1CCCCN1S(=O)(=O)c1ccccc1 (stereo unspecified)	2.1%	.	10.5%	21.0%	-7.7%
CSc1ccc(S(=O)(=O)Nc2ccc3c4c(cccc24)CC3)cc1	i	-11.2%	-18.8%	19.0%	-8.6%
Cc1cc([N+](=O)[O-])ccc1-c1ccc(C2Nc3ccccc3C(=O)N2O)o1 (stereo unspecified)	i	1.2%	-0.2%	23.8%	-2.8%
COc1cc(NC(=O)c2ccc(C(=O)c3ccccc3)cc2)cc(OC)c1OC	4.0%	-6.0%	1.0%	1.0%	-4.3%

Reprinted at random: 2 records from the list
SMILES	inhibitors of VEEV	Salmonella PhoP GFP	influenza NS1A	M. tuberculosis	H37Rv inhibition	others
C=CCNC(=O)C(=O)NCCCN1CCOCC1	1.2%	-15.2%	-9.5%	-3.6%	-2.6%
Cc1ccc(S(=O)(=O)N(C)C)cc1NC(=O)C1CCCCN1S(=O)(=O)c1ccccc1 (stereo unspecified)	2.1%	.	10.5%	21.0%	-7.7%

New compounds follow
SMILES	inhibitors of VEEV	Salmonella PhoP GFP	influenza NS1A	M. tuberculosis	H37Rv inhibition	others
Cc1nn(C(C)C(=O)NCCc2ccco2)c(=O)c2nn(-c3ccccc3)c(C)c12 (stereo unspecified)	i	5.0%	2.7%	-7.4%	-3.2%
Cc1ccc(NC(=O)CSc2nnc(-c3ccoc3C)n2CCCN(C)C)cc1Cl	2.7%	-4.8%	-1.6%	9.1%	2.1%
Cc1ccccc1-c1oc(C)c(C)[n+]1[O-]	i	-5.8%	4.5%	-3.8%	-8.8%
Cc1cc2nc(Sc3c([N+](=O)[O-])nc(C)n3Cc3ccccc3)[nH]c2cc1C	11.7%	-7.2%	0.6%	26.5%	18.3%
CNC(=O)c1cc(Cl)c(OC)c(OC)c1	1.2%	-7.9%	-3.0%	-2.0%	-2.3%
O=C(COc1ccc(S(=O)(=O)NC2CCCCC2)cc1)NCC1CCCO1 (stereo unspecified)	i	-2.9%	-15.8%	-2.2%	-1.3%
CCOc1ccc(C(C)(C)C)cc1S(=O)(=O)N1CC(C)OC(C)C1 (stereo unspecified)	i	4.3%	-4.8%	14.0%	-3.6%
Cc1cccc(OC(C)C(=O)OCC(=O)N2CCN(c3ccccc3)CC2)c1 (stereo unspecified)	i	.	4.7%	?	69.9%
CC(C)OCCCNC(=O)c1ccc(NS(C)(=O)=O)cc1	0.6%	3.9%	0.5%	4.8%	3.0%
CCCc1[nH]c(=O)c(C#N)c2c1COC(C)(C)C2	2.0%	-11.4%	1.3%	-3.2%	4.5%
COc1cccc(N(CC(=O)N2CCN(c3ccccc3OC)CC2)S(C)(=O)=O)c1	0.8%	3.8%	-3.9%	10.1%	9.7%
CCc1cc(C(=O)N2CCN(S(=O)(=O)c3ccc(Cl)cc3)CC2)sc1C	6.5%	.	-7.5%	2.4%	-0.1%
O=C(O)/C=C/c1ccc(-n2ccnc2)cc1	0.1%	-6.7%	4.5%	-6.4%	-2.0%
Cc1cccc(N2CCN(Cc3nc(-c4ccccc4Cl)oc3C)CC2)n1	0.7%	2.2%	-5.0%	34.1%	6.9%
CNC(=O)c1sc2nc(-c3ccc(OC)cc3)cn2c1C	3.2%	9.1%	3.3%	12.4%	-2.9%
O=C(c1n[nH]c2ccccc12)N1CCN(S(=O)(=O)c2ccc(Cl)cc2)CC1	7.4%	.	-21.2%	15.4%	0.8%
CN1CC(=O)N(CC(=O)Nc2ccc(Br)cc2F)C1=O	0.8%	3.2%	2.6%	-10.0%	1.6%
CCC(=O)N(c1nnc(SCC(=O)Nc2ccccc2Cl)s1)C1CC1	2.5%	.	-16.1%	14.4%	-3.2%
CN(Cc1ccc(Cl)cc1)C(=O)COC(=O)CSc1ccc([N+](=O)[O-])cc1	i	.	-6.7%	?	3.5%
CC(=O)c1ccc(NC(=O)Cn2nc(C)c([N+](=O)[O-])c2C)cc1	1.6%	7.1%	9.8%	9.8%	3.4%
Cc1ccc2[nH]c(=O)c3cc(C(=O)N4CCN(C(=O)c5ccco5)CC4)sc3c2c1	0.6%	-3.9%	13.7%	19.8%	-15.8%
c1ccc(CNc2nc(N3CCOCC3)nc(N3CCOCC3)n2)cc1	0.9%	-4.4%	4.3%	-19.9%	-2.4%
Cc1cc(NS(=O)(=O)c2ccc(Nc3nc(-c4sc(NC(=O)c5ccccc5)nc4C)cs3)cc2)no1	.	42.9%	.	41.5%	13.2%
O=C(Cn1cnc2sc(-c3ccccc3)cc2c1=O)N1CCOCC1	0.3%	-3.8%	5.7%	-15.1%	-3.7%
CC(C(=O)OCC(=O)c1cccc([N+](=O)[O-])c1)N1C(=O)C2C3CCC(C3)C2C1=O (stereo unspecified)	i	-4.0%	5.1%	-15.3%	-0.6%
COc1ccc(C(=O)N2CCN(S(=O)(=O)c3ccc(Br)cc3)CC2)cc1	1.4%	.	-2.9%	26.5%	-3.7%
CCN(C(=O)c1ccc2c(c1)OCO2)C12CC3CC(CC(C3)C1)C2	7.0%	.	-9.9%	14.1%	1.8%
CC(C)(C)NC(=O)COC(=O)c1cc(Br)ccc1Cl	i	-8.0%	-11.2%	63.1%	27.8µM*
Cc1cccc(S(=O)(=O)Nc2nc3ccccc3nc2Nc2ccc3c(c2)OCO3)c1	3.1%	0.0%	-4.2%	22.8%	-5.1%
Cc1cccc(NC(=S)NCc2cccs2)c1	0.0%	-2.4%	-4.1%	?	3.4%

Molecules listed so far that contain a tert-butyl group, in the order listed:
SMILES	inhibitors of VEEV	Salmonella PhoP GFP	influenza NS1A	M. tuberculosis	H37Rv inhibition	others
CCOc1ccc(C(C)(C)C)cc1S(=O)(=O)N1CC(C)OC(C)C1 (stereo unspecified)	i	4.3%	-4.8%	14.0%	-3.6%
CC(C)(C)NC(=O)COC(=O)c1cc(Br)ccc1Cl	i	-8.0%	-11.2%	63.1%	27.8µM*

Compound activity as filed in PubChem BioAssay.
